PhoP inhibition: PhoP-dependent GFP reporter repression – Salmonella Typhimurium, primary screen (AID 1863); inhibition, % at 50 µM, or IC50 in µM where a hit was titrated; S. Typhimurium PhoP-regulated promoter GFP reporter, 4 h; higher % means a stronger effect; 300,000 compounds, 0.16% hits;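 active = inhibition over 29.93%, a cutoff 3 SD above the screen mean, later confirmed by dose response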;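 note: 0% = low Mg2+ inducing control and 100% = high Mg2+ repressing control; strong numbers were not always called active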
Myeloid diff 2: compounds promoting myeloid differentiation; 360,000 compounds, 1% hits; AID 624256; ER-HoxA9 myeloid progenitors, lysozyme-GFP differentiation, flow cytometry; calls only at 10 µM;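 active = normalized GFP-positive differentiation at or above the plate's own cutoff, the solvent-only control mean plus 3 SD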;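 note: cells exposed to compound for four days before flow analysis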
Myeloid diff 2 GFP+ MAC1+ %: recorded beside Myeloid diff 2, whose call it bears; GFP+ MAC1+ double positive, %; measured here: differentiation confirmed by MAC1 staining
Active calls of the source: *; i = inactive; nt = no result given.

1) O=C1c2c(O)cccc2C(C2OC(CO)[C@@H](O)[C@H](O)[C@H]2O)c2cc(CO)cc(O)c21 (some centres undefined)
2) O=c1c(O[C@@H]2O[C@H](CO)C(O)C2O)c(-c2ccc(O)c(O)c2)oc2cc(O)cc(O)c12 (some centres undefined)
3) CC(=O)OCC(=O)C1(O)CCC2C3CCC4=CC(=O)C=CC4(C)C3(F)C(O)CC21C (centres undefined)
4) CN(C)CCC[C@@]1(c2ccc(F)cc2)OCc2cc(C#N)ccc21
5) CC(=O)N(CC(O)CO)c1c(I)c(C(=O)NCC(O)CO)c(I)c(C(=O)NCC(O)CO)c1I (centres undefined)
6) CC[C@]12CCCN3CCc4c(n(c5ccccc45)[C@@](O)(C(=O)OC)C1)[C@@H]32
7) CCOC(=O)Nc1ccc(NCc2ccc(F)cc2)nc1N
8) Nc1cc(=O)[nH]c(N)n1

assay / compound,1,2,3,4,5,6,7,8
PhoP inhibition,nt,nt,nt,1.1%,-0.8%,-11.5%,-7.9%,-13.6%
Myeloid diff 2,i,i,i,i,i,i,i,i
Myeloid diff 2 GFP+ MAC1+ %,0.4,0.4,1.2,0.7,1.7,5.7,5.4,1.7

Compounds above containing fluorine, in the order listed:
3) CC(=O)OCC(=O)C1(O)CCC2C3CCC4=CC(=O)C=CC4(C)C3(F)C(O)CC21C (centres undefined)
4) CN(C)CCC[C@@]1(c2ccc(F)cc2)OCc2cc(C#N)ccc21
7) CCOC(=O)Nc1ccc(NCc2ccc(F)cc2)nc1N

assay / compound,3,4,7
PhoP inhibition,nt,1.1%,-7.9%
Myeloid diff 2,i,i,i
Myeloid diff 2 GFP+ MAC1+ %,1.2,0.7,5.4

A portion of the library. The share of hits here may be higher or lower than overall.
